Screening data deposited in PubChem by several laboratories.
Myeloid diff MLP – myeloid differentiation induction; ER-HoxA9 myeloid progenitors, lysozyme-GFP differentiation, flow cytometry; calls only at 10 µM; 1% of 360,000 active; AID 624256;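 active means normalized GFP-positive differentiation at or above the plate's own cutoff, the solvent-only control mean plus 3 SD; inconclusive means no clear call, values can overlap the other calls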;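 further: cells exposed to compound for four days before flow analysis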
LYP inhibition – inhibitors of LYP phosphatase, biochemical, fluorescence intensity, uHTS (AID 1779). recombinant LYP phosphatase, fluorescence intensity; higher % means a stronger effect. inhibition, % at 11.5 µM; hits with a dose series show IC50 in µM. 0.054% of 290,000 active; in the data active means inhibition above about 50%;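 further: plate controls were vehicle with enzyme for no effect and no enzyme for full effect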
Myeloid diff MLP GFP+ MAC1+ % – second read-out of Myeloid diff MLP, no call of its own (marks repeat the call); GFP+ MAC1+ double positive, %; measured here: differentiation confirmed by MAC1 staining
Numbers without * were called inactive; i = inactive; ? = inconclusive; . = not tested or not shown; + = active, no number.

SMILES	Myeloid diff MLP	Myeloid diff MLP GFP+ MAC1+ %	LYP inhibition
COc1ccc(NC(=O)CCNS(=O)(=O)c2cc(Br)cnc2N)cc1OC	i	1.7	-4%
CCC(=O)Nc1c(-c2ccccc2Cl)c(=O)c2ccccc2n1C	i	0.6	-10%
Cc1ccc(N(CC(=O)NC(C)C)C(=O)CCC(=O)Nc2nccs2)cc1C	i	0.1	-2%
COc1cc(NC(=O)c2ccc3nsnc3c2)cc(OC)c1OC	i	12	-7%
Clc1ccc(CN2CCc3c([nH]c4ccccc34)C2)cc1Cl	i	0.7	0%
CSc1nc(O)c(C(c2ccc(O)cc2)c2c(O)nc(SC)[nH]c2=O)c(=O)[nH]1	i	0.4	-11%
Cc1nc(C)c(-c2ccc(SCC(=O)Nc3cccc(Cl)c3C)nn2)s1	i	4.2	-3%
Cc1ccc(-c2cc(C(=O)N/N=C/c3ccccc3)n[nH]2)o1	i	3.4	-10%
COc1ccc(/C(C)=N/NC(=O)CNC(=O)/C=C/c2ccccc2OC)cc1	i	0.9	-7%
COc1ccccc1N1CCN(CCCNC(=O)C2CCCN(c3ncnc4c3nc3n4CCCCC3)C2)CC1 (configuration not stated)	i	3.1	-13%
COc1ccc(NC(=O)c2cn(C)c(=O)c3cc(OC)c(OC)cc23)c(OC)c1	i	1.1	-5%
CN(C)S(=O)(=O)N1CCC(Oc2cccc(C(=O)NC3CCCCCC3)c2)CC1	i	8.2	-6%
CN(C(=O)COC(=O)c1ccc(C#N)cc1)c1ccccc1	i	0.8	-4%
O=C1CC(N2CCN(c3ccc(Cl)cc3)CC2)C(=O)N1c1ccc(F)cc1 (configuration not stated)	i	0.7	-12%
CCN(C(=O)Cn1c(=O)oc2cc(S(=O)(=O)N3CCOCC3)ccc21)c1ccccc1	i	0.3	-7%
NC(=O)CN1C(=O)C(=O)N(Cc2ccc(F)cc2)C1=O	i	0.8	-7%
CCOCCOC(=O)c1[nH]c2c(c1C)C(=O)CC(c1ccc(OC)c(OC)c1)C2 (configuration not stated)	i	1.3	-7%
CCOc1cccc(CN2CCCC(C(=O)Nc3cccc(-n4cccn4)c3)C2)c1 (configuration not stated)	i	0.5	-3%
C=CCNC(=S)N1CCC(C(=O)c2ccc(F)cc2)CC1	i	0.3	-12%
CN(Cc1cccc(Cl)c1)C(=O)C1CSC2(C)CCC(=O)N12 (configuration not stated)	i	0.7	-13%
Cc1cccc(N2C(=O)CC(N3CCN(c4ccc(Cl)cc4)CC3)C2=O)c1 (configuration not stated)	i	1.0	-4%
O=C(NCCCSc1ccccc1)c1cccnc1	i	3.6	-9%
O=C(NCCNC(=O)c1ccccn1)c1ccc(F)cc1	i	0.2	-9%
O=[N+]([O-])c1cc(S(=O)(=O)O)cc([N+](=O)[O-])c1NN(c1ccccc1)c1ccccc1	i	0.2	2%
COc1ccc(NC(=O)N2CCCC2C(=O)NCc2ccccc2Cl)cc1 (configuration not stated)	i	0.4	-7%
O=C(NCc1ccccc1)C(c1c(F)cccc1Cl)N(C(=O)c1csnn1)C1CC1 (configuration not stated)	i	0.4	-14%
CCOC(=O)c1ccc(NC(=S)N2CCN(C(=O)C3CCCO3)CC2)cc1 (configuration not stated)	i	0.4	-5%
Cc1cccc(OCC(=O)Nc2ccc(NC(=O)c3ccco3)cc2)c1	i	1.4	-13%
Cc1cc(C)nc(N2CCN(c3ccc(F)cc3)CC2)n1	i	0.4	-4%
Cc1ncc([N+](=O)[O-])n1CC(=O)Nc1ccc(OC(F)(F)Cl)cc1	i	1.1	-5%
CCOC(=O)C1CN(S(=O)(=O)c2ccc(OC)cc2)c2ccccc2O1 (configuration not stated)	i	0.3	-2%
COc1ccc(Cl)cc1NC(=O)NCc1cccnc1	i	1.5	-9%
Cc1cccc(NS(=O)(=O)c2ccc3c(c2)oc(=O)n3C)c1C	i	0.3	-12%
Cc1cccc(N(CC(=O)NC2CCCC2)C(=O)CCC(=O)Nc2ccccn2)c1	i	0.7	-6%
O=C(Nc1ccc(N2CCN(C(=O)c3cccs3)CC2)cc1)c1ccc(F)cc1	i	0.5	-8%
CCCCCC(NC(=O)C1CCN(C(=O)[C@@H](NS(=O)(=O)c2ccc(C)cc2)C(C)C)CC1)C(=O)O (some centres not stated)	i	2.0	-7%
Cc1cccc(C)c1NC(=O)CCCN1C(=O)C(c2ccccc2)Oc2cccnc21 (configuration not stated)	i	0.9	-8%
CC(=O)c1ccc(NC(=O)C2C3CCC(C3)C2C(=O)O)cc1 (configuration not stated)	i	1.3	-10%
COc1cc(NS(=O)(=O)c2ccc(NS(=O)(=O)c3ccc(C)cc3)cc2)nc(OC)n1	i	0.2	-3%
COc1cc(NC(=O)c2noc(C)c2[N+](=O)[O-])c(OC)cc1Cl	i	4.6	-12%

Reprinted from the entries so far (two entries):
SMILES	Myeloid diff MLP	Myeloid diff MLP GFP+ MAC1+ %	LYP inhibition
Cc1cccc(NS(=O)(=O)c2ccc3c(c2)oc(=O)n3C)c1C	i	0.3	-12%
Cc1cccc(N(CC(=O)NC2CCCC2)C(=O)CCC(=O)Nc2ccccn2)c1	i	0.7	-6%

(continued)
SMILES	Myeloid diff MLP	Myeloid diff MLP GFP+ MAC1+ %	LYP inhibition
O=C(c1ccc([N+](=O)[O-])o1)N1CCN(Cc2ccccc2)CC1	i	0.5	-6%
CC(=O)N1CCCN(C(=O)c2cc(COc3c(F)cccc3F)on2)CC1	?	.	-3%
c1ccc(NC2=NCCN2CC2CCCC2)cc1	i	1.4	-14%
C[C@H](C(=O)NCc1ccccc1)C(=O)c1ccccc1	i	1.0	-5%
CCCn1c(SCC(=O)N2CCN(CC)CC2)nc2c1c(=O)n(C)c(=O)n2C	i	0.0	-5%
CC(=O)Nc1nnc(SCC(=O)Nc2ccc3c(c2)OCCO3)s1	i	1.1	-3%
O=C(Nn1cnc2ccccc2c1=O)c1ccc(Cl)c([N+](=O)[O-])c1	i	1.0	-6%
COc1ccc(CCN2CCCC(CN(C)Cc3cccc(OC)c3)C2)cc1 (configuration not stated)	i	0.6	-3%
CCOc1ccc(N/C(N)=N/c2nc(C)cc(C)n2)cc1	i	0.3	-4%
CC(=O)N1c2ccc(S(=O)(=O)N3CCC(C(=O)Nc4ccccn4)CC3)cc2CC1C (configuration not stated)	i	2.9	-12%

Grouped by structure, those above with two or more sulfur atoms.
SMILES	Myeloid diff MLP	Myeloid diff MLP GFP+ MAC1+ %	LYP inhibition
CSc1nc(O)c(C(c2ccc(O)cc2)c2c(O)nc(SC)[nH]c2=O)c(=O)[nH]1	i	0.4	-11%
Cc1nc(C)c(-c2ccc(SCC(=O)Nc3cccc(Cl)c3C)nn2)s1	i	4.2	-3%
COc1cc(NS(=O)(=O)c2ccc(NS(=O)(=O)c3ccc(C)cc3)cc2)nc(OC)n1	i	0.2	-3%
CC(=O)Nc1nnc(SCC(=O)Nc2ccc3c(c2)OCCO3)s1	i	1.1	-3%

Continuation:
SMILES	Myeloid diff MLP	Myeloid diff MLP GFP+ MAC1+ %	LYP inhibition
O=[N+]([O-])c1ccc(OCc2n[nH]c(=S)n2-c2ccccc2)cc1	i	0.2	-2%
Cc1ccc(S(=O)(=O)N2CCC(C(=O)Nc3nnc(C)s3)CC2)cc1	i	0.7	-10%
COc1ccc(CCNC(=O)CCNC(=O)c2ccc([N+](=O)[O-])cc2)cc1	i	0.8	-8%
COc1ccc(-c2nnc(SCC(=O)Nc3ccc(C(=O)O)cc3)n2-c2ccc(Cl)cc2)cc1	i	0.3	-2%
CCCCn1c(N)c(N(CCOC)C(=O)c2cc(S(=O)(=O)N3CCCCC3)ccc2Cl)c(=O)[nH]c1=O	i	0.6	-8%
CCOc1ccc(CC(=O)N/N=C/c2sccc2C)cc1	i	5.2	-5%
COc1ccc(O)c(CN2CCCC(N3CCN(c4ccc(F)cc4)CC3)C2)c1 (configuration not stated)	i	0.8	-1%
CCCCNC(=O)Cn1c(=O)c2c(ncn2CC)n(Cc2ccccc2)c1=O	i	1.1	-2%
Cn1c(O)c(N=NC(=O)CNC(=O)c2ccccc2)c2ccccc21	i	0.3	-4%
CCOC(=O)C1CCCN(CC(O)COCc2ccccc2OC)C1 (configuration not stated)	i	3.7	2%
O=C(CCCn1nnnc1CN1CCOCC1)N1CCC(c2ccccc2F)C1 (configuration not stated)	i	0.0	-6%
O=C(CN(Cc1ccccc1Cl)C(=O)CN1C(=O)CSc2ccccc21)NC1CC1	i	0.4	-4%
CC(=O)Nc1ccc(S(=O)(=O)N2CCN=C2SCc2ccc([N+](=O)[O-])cc2)cc1	i	0.5	-4%
Cn1c(=O)c(=O)n(C)c2cc(S(=O)(=O)CCC(=O)Nc3cccc(C(F)(F)F)c3)ccc21	i	2.9	-7%
O=S(=O)(Nc1cc(Cl)cc(Cl)c1)N1CCOCC1	i	0.7	-13%
CC(C)CCNC(=O)c1cc2c(=O)[nH]c3ccccc3c2s1	i	0.2	-3%
COc1ccc(NC(=O)CN2C(=O)NC(c3ccccc3)(c3ccccc3)C2=O)cc1OC	i	1.2	1%
COC(=O)Cc1c(C)c2ccc(OCC(=O)N3CCCC(C)C3)c(C)c2oc1=O (configuration not stated)	i	5.1	-10%
CCc1nc(SCC(=O)Nc2ccc(F)cc2F)c2c(=O)n(C)c(=O)n(C)c2n1	i	0.9	-7%
COc1ccccc1-c1cc(C(=O)NC2CCN(C)CC2)c2ccc(Cl)c(C)c2n1	+	7.1*	-8%

Brought forward from above: 2 compounds, then new ones.
SMILES	Myeloid diff MLP	Myeloid diff MLP GFP+ MAC1+ %	LYP inhibition
CCc1nc(SCC(=O)Nc2ccc(F)cc2F)c2c(=O)n(C)c(=O)n(C)c2n1	i	0.9	-7%
COc1ccccc1-c1cc(C(=O)NC2CCN(C)CC2)c2ccc(Cl)c(C)c2n1	+	7.1*	-8%
Cc1ccc(CNS(=O)(=O)c2ccc([N+](=O)[O-])cc2)cc1	i	0.7	-10%
C/C(=N\NC(=O)c1cc(-c2ccc(Cl)s2)[nH]n1)c1ccncc1	i	2.2	3%
COc1ccc(CCNC(=O)CN(c2ccc(OC)c(OC)c2)S(=O)(=O)c2ccc(C)cc2)cc1	+	0.4*	-4%
Cn1cc(CN2CCC(n3nccc3NC(=O)c3ccccc3Cl)CC2)cn1	i	1.1	-7%
CC(=O)Cn1c(CN2CCN(C(=O)c3ccco3)CC2)nc2c1c(=O)n(C)c(=O)n2C	?	.	-9%
COc1ccc(C(=O)NN=C2CCCC2)cc1	+	0.6*	-8%
CN(C)c1ccc(S(=O)(=O)N(C)C)cc1NC(=O)Cc1cccc2ccccc12	i	3.4	-7%
O=C(CSc1n[nH]c(=O)n1Cc1ccco1)c1ccc2c(c1)OCCO2	i	1.0	-3%
Nc1cccc(-c2nc3ccc(C(=O)c4ccccc4)cc3[nH]2)c1	?	.	-3%
O=C(N/N=C\c1cc2c(cc1Cl)OCO2)c1ccc(Br)s1	i	1.4	-4%
CCCCN(C)C(=O)C1CCN(Cc2cccc(OCc3ccccc3)c2)CC1	i	0.2	-1%
Cc1nnc(Oc2ccc([N+](=O)[O-])cc2)c2ccccc12	i	0.6	-3%
CCCNC(=S)NC1CC2CCCC(C1)N2Cc1ccc(F)cc1 (configuration not stated)	i	0.4	-9%
CN1CCN(Cc2nc3cc(NC(=O)COc4ccc([N+](=O)[O-])cc4)ccc3n2C)CC1	i	0.5	-13%
O=S(=O)(NC1CCCC1)c1cc(F)ccc1F	i	0.7	-10%
CC(NC(=O)C1CCN(C(=O)[C@@H]2Cc3ccccc3CN2)CC1)c1ccccc1 (some centres not stated)	i	1.5	-6%
O=S(=O)(NCCN1CCOCC1)c1cccc(C(F)(F)F)c1	i	0.7	-12%
COc1cccc(NC(=O)C2CCN(c3cnccn3)CC2)c1	i	0.5	-10%
N#Cc1cccc(C(=O)N(CCc2ccccc2)Cc2cccs2)c1	i	3.2	-6%
CCCCn1c(N)c(N(CCC(C)C)C(=O)CCCc2nc3ccccc3s2)c(=O)[nH]c1=O	i	0.5	-7%
CCc1ccc(NC(=O)CN(c2ccc(OC)cc2)S(=O)(=O)c2c(C)nn(C)c2C)cc1	i	0.4	-3%
O=C(Nc1cccc(O)c1)c1ccc(NC(=O)c2cccs2)cc1	i	1.5	-4%
Cc1ncc(CN2CCCC(C(=O)Nc3ccc(-c4cccc(F)c4)cc3)C2)s1 (configuration not stated)	i	0.8	-8%
COc1cc(SC)ccc1C(=O)NCCCn1ccnc1	i	0.6	-10%
Cc1nc(C)n(CC(C)C(=O)N2CCN(S(=O)(=O)c3ccc(Cl)cc3)CC2)n1 (configuration not stated)	?	.	-7%
COc1ccc(NS(=O)(=O)c2cccc(C(=O)NNC(=O)CNC(=O)c3ccccc3)c2)cc1	i	1.1	-6%
O=C(CCC(=O)Nc1cccc([N+](=O)[O-])c1)NCc1ccccc1	i	0.9	-8%
O=C(NNC(=O)c1ccc(NC(=O)C2CC2)cc1)c1ccc(F)cc1	i	0.4	-4%
COc1ccc2cc(C(=O)N3CCc4ccccc43)[nH]c2c1	i	0.7	-9%
COc1cccc(CN(C)C(=O)c2ccc(Oc3ccccc3)cc2)c1OC	i	0.7	-3%
O=S(=O)(NCC(c1cccnc1)N1CCN(Cc2ccccc2)CC1)c1ccc(Cl)cc1 (configuration not stated)	i	0.6	-6%
Cc1cccn2c(=O)c3cc(C(=O)NCCN4CCOCC4)c(=N)n(CCCN4CCOCC4)c3nc12	i	2.0	-36%
N#CN/C(=N\S(=O)(=O)c1ccccc1)c1ccccc1	i	0.6	-9%

This is a subset; rates above refer to the full screens.
